# Screens as filed in PubChem BioAssay.
# eLon inh – inhibits E. coli Lon protease. purified E. coli Lon protease, fluorescence polarization. 360,000 tested, 0.42% active. P0A9M0. inhibition, % at 7.94 µM; in the data active = inhibition above about 13%, passing the limit was not always enough;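 also: 0% = enzyme with probe and DMSO and 100% = no enzyme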
# SKN-1 inh – C. elegans SKN-1 inhibition. C. elegans VP596 Pgst-4::GFP/RFP ratio, acrylamide-induced, 24 h. inhibition, % at 21.8 µM. 360,000 tested, 0.49% active;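 active = interference check ratio from 0.5 to 1.5 plus GFP to RFP signal ratio inhibition reaching or exceeding a fixed threshold, cut at about 30% in these data, passing the limit was not always enough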; also: some compounds called inactive have numbers as strong as hits
# TbMetRS inhib – Trypanosoma brucei MetRS inhibition; purified T. brucei MetRS, ATP depletion, Kinase-Glo luminescence; 360,000 tested, 0.4% active; inhibition, % at 11.9 µM;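 active = inhibition above a per-plate cutoff of the control wells' mean inhibition plus 3 SD, cut at about 5.5% in these data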;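 also: 0% = DMSO wells median and 100% = median of wells with control inhibitor compound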
#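 Measured by: Kinase-Glo luciferase luminescence reporting remaining unconsumed ATP. Material: purified T. brucei MetRS enzyme. Doses: 11.9 µM compound single dose, 0.9% DMSO. Medium: HEPES buffer containing pyrophosphatase, BSA, spermine, DTT. Times: 15 min preincubation, 2 h reaction, all 25 °C. Reagent: methionine, ATP and bulk E. coli tRNA.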
# MsrA inh – bovine MsrA inhibition | purified bovine MsrA, absorbance read-out | inhibition, % at 15.5 µM | 360,000 tested, 0.75% active; in the data active = inhibition above about 4.5%;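 also: 0% = vehicle wells with enzyme and 100% = reference inhibitor wells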
# MsrA act – bovine methionine sulfoxide reductase A activation. 360,000 tested, 0.3% active. activation, % at 10.6 µM. purified bovine MsrA, absorbance read-out; in the data active = activation above about 7.5%;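 also: 0% = vehicle and 100% = reference activator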
# FAS TE block – inhibitors of human fatty acid synthase thioesterase domain. 360,000 tested, 0.67% active. P49327. inhibition, % at 15 µM. recombinant FAS-TE, OMFH fluorogenic substrate, fluorescence endpoint;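 active = compounds whose normalised, plate-corrected inhibition of enzyme fluorescence in the single-dose primary screen is 50% or more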;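 also: 0% = DMSO with enzyme and 100% = substrate without enzyme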
# NRP1-CendR mod – modulators of CendR peptide binding to human neuropilin-1; O14786; FAM-RPARPAR peptide binding to NRP-1, fluorescence polarization; inhibition, % at 25 µM; 360,000 tested, 0.85% active; AID 602438;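 active = inhibition or corrected inhibition above about 18%, plus a signal ratio from 0.5 to 1.5, limit read from the data, passing the limit was not always enough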; also: strong numbers were not always called active
# MT1-MMP act inh – blocks activation of human MT1-MMP; P50281; GFP/RFP ratio change, % at 20 µM; AID 651647; 360,000 tested, 0.061% active; HT1080 RFP-PRO-GFP cells, GFP/RFP ratio fluorescence, overnight; percent of plate control window, DMSO zero;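 active = GFP/RFP ratio change of at least 30% with cell ATP level not reduced by more than half and red fluorescence within 50% of control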; also: strong numbers were not always called active
#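 Material: RFP-PRO-GFP reporter HT1080 cells. Dosing: single-point 20 µM compound, 1% DMSO. Controls: DMSO and RFP-L50D-GFP cell wells. Timing: cells overnight before dosing, compound overnight, 37 °C, 5% CO2. Measure: GFP/RFP fluorescence ratio.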
# PABP1 MLLE inh – inhibitors of microRNA-mediated deadenylation, human PABP1 MLLE binding; GST-MLLE / FITC-PAM2 fluorescence polarization; P11940; inhibition, % at 20 µM; AID 588489; 360,000 tested, 0.36% active; in the data active = inhibition above about 35%, passing the limit was not always enough;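 also: plate controls were DMSO wells with GST-MLLE for no effect and wells lacking GST-MLLE protein for full effect; some results filed as inactive read as strong as hits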
# An asterisk follows results filed as active; / = no result given.
SMILES,MsrA inh,PABP1 MLLE inh,MsrA act,eLon inh,MT1-MMP act inh,TbMetRS inhib,SKN-1 inh,FAS TE block,NRP1-CendR mod
Cn1cccc1Cc1nnc(SCC(=O)NCc2ccco2)n1CCc1ccccc1,-1.1,-59,-9,2,7,-1.1,-9,-3,-8
COc1ccc(OC)c(C2C(C(=O)Nc3ccc(F)cc3)=C(C)Nc3nc(CCCO)nn32)c1 (centres undefined),0.8,-5,-2,9,/,-0.8,16,-7,-6
O=c1cc(CN2CCCCCCC2)c2c(ccc3ccccc32)o1,-0.2,2,-5,6,-1,0.6,9,12,10
Cc1cc(C)c(C#N)c(Nc2ccccc2)n1,4.3,1,-1,2,8,-0.4,9,-1,12
CC(=O)Nc1nc(COc2ccccc2)cs1,0.7,-2,-1,0,0,0.3,7,-6,0
CC1CCCCN1C(=O)c1cc(F)c(F)cc1Cl (centres undefined),-0.3,-6,-3,-1,2,-0.7,10,-8,-7
COc1ccc(-c2cccc(-c3cc(=O)oc4cc(OC)cc(OC)c34)c2)cc1,1.7,9,-2,-6,9,-1.0,13,16,-10
CC1=Nc2cc(C(=O)N3CCCC3)ccc2Sc2ccc(C)cc21,2.2,9,-2,-12,-1,1.0,-3,3,2
Cc1ccc(-c2csc(NCCc3nc4cc(Cl)c(Cl)cc4n3CCOCCO)n2)cc1,0.0,-61,0,1,5,0.5,5,29,2
CCCn1c(CCC(=O)O)ccc1-c1ccc(F)cc1,-0.5,-1,-4,-10,-10,0.0,6,-1,-23
Cn1cnc(S(=O)(=O)N2CCCCC2c2cc(C(=O)Nc3ccccc3Cl)no2)c1 (centres undefined),-0.4,12,1,-2,4,-0.2,16,-5,0
N=C1/C(=C\c2ccc(OC(=O)c3ccccc3Cl)cc2)C(=O)N=C2SC(N3CCOCC3)=NN12,2.9,-23,-2,-22,-2,-0.3,12,6,-56
CC(Sc1nnc(C2CC2)n1C1CC1)C(=O)Nc1cccc(S(=O)(=O)N2CCOCC2)c1 (centres undefined),-1.0,-6,-1,7,-3,-0.6,17,-2,7
COc1ccc(OCCCSc2ncccn2)cc1,-0.9,3,3,-4,6,-0.8,3,-3,16
CCOC(=O)C1=C[C@@H](C(C)(C)C)N(S(=O)(=O)c2ccc(C)cc2)[C@H]1c1ccc(C#N)cc1,-1.1,7,-1,-3,-2,-0.3,15,17,0
COC(=O)c1ccc(NC(=O)c2cc(-c3ccncc3)nc3ccccc23)cc1,0.2,5,-3,0,-7,-0.2,6,4,-13
Cc1noc(NS(=O)(=O)c2ccc(NC(=O)C(CC(C)C)N3C(=O)c4ccccc4C3=O)cc2)c1C (centres undefined),0.5,7,-3,3,-3,0.4,2,-1,-8
Cc1cccc(C)c1-n1nnnc1C(c1cccs1)N1CCN(C/C=C/c2ccccc2)CC1 (centres undefined),0.6,-1,-5,-5,2,-1.1,0,29,12
O=c1[nH]c(SCCOc2ccccc2F)nc2ccccc12,1.3,10,1,-8,-2,-0.2,1,9,2
COC(=O)c1ccccc1NC(=O)c1ccco1,0.5,-4,-8,3,-2,-1.2,-2,0,-3
N#Cc1c(N2CCSCC2)nsc1-c1ccccc1Cl,1.5,-62,-5,3,0,-0.6,10,13,-3
CSc1ccccc1NC(=S)Nc1ccc(S(N)(=O)=O)cc1,0.1,36*,-1,-6,0,-1.2,1,-6,-5
c1ccc(CNc2nnnn2-c2ccccc2)cc1,-0.3,2,-1,-5,2,-0.3,3,-5,3
Cc1ccc2c(c1)N(C(=O)CCC(=O)NCCN1CCOCC1)CC(C)O2 (centres undefined),0.3,-3,1,-14,-6,0.5,0,-4,1
CCN(CC)CCN(Cc1cc2cc(C)c(C)cc2[nH]c1=O)C(=S)NCc1ccco1,0.8,-90,-2,6,-4,-1.0,21,-3,-26

SMILES,MsrA inh,PABP1 MLLE inh,MsrA act,eLon inh,MT1-MMP act inh,TbMetRS inhib,SKN-1 inh,FAS TE block,NRP1-CendR mod
Cc1oc2cc(O)cc(C)c2c(=O)c1-c1cnn(-c2ccccc2)c1,-0.4,-10,-2,0,-4,-1.4,-1,3,-7
COc1ccc(CNC(=O)[C@H](C)NC(=O)C2CC(=O)N(c3ccc(OC)cc3)C2)cc1 (some centres undefined),-1.1,-5,-2,-9,0,0.0,9,-7,6
COc1ccc(S(=O)(=O)n2nc(-c3ccc(Cl)cc3)cc2N)cc1,0.7,5,-10,0,0,-1.0,7,20,16
Cc1ccc(NC(=O)CSc2nc(=O)n(CCCN(C)C)c3c2CCC3)c(C)c1,-0.2,1,-5,-13,-1,-0.4,6,-5,10
CCOC(=O)c1oc2ccccc2c1NC(=O)c1cccc(OC)c1,0.2,-4,-2,0,-5,0.9,-11,24,3
CN1CCN(c2ccc(Cl)cc2NC(=O)c2ccc(=O)n(C)n2)CC1,0.5,9,-4,2,-2,1.4,-9,1,-4
COC(=O)c1ccc(N2CCOCC2)c(NC(=O)c2cccs2)c1,-1.3,2,-3,7,-7,-0.5,7,-5,10
COc1ccc2c(c1)c(CC(=O)Nc1ccccc1OC)c(C)n2C(=O)c1ccc(Cl)cc1,0.3,-3,-13,1,-5,-0.8,4,52*,-10
Cn1c(=O)c2[nH]c(CCC3CCCC3)nc2n(C)c1=O,-0.5,2,-6,7,-4,-0.5,17,1,-1
CCOc1cc(/C=N\NC(N)=O)cc(Br)c1OC(C)C,-0.4,-9,-7,-2,/,-1.2,6,1,2
CCc1ccc(N(C(=O)CNC(=O)c2ccco2)C(C(=O)NC2CCCC2)c2ccncc2)cc1 (centres undefined),0.6,-8,-1,-3,2,0.1,3,-1,8
CC(=O)Nc1cc(C)nn1-c1nc(C)cc(C)n1,-1.2,4,-4,10,1,0.3,-2,0,-13
O=C(Nc1ccccc1Cl)c1sccc1-c1ccccc1,0.3,-9,-1,-7,-5,0.8,2,22,5
COc1ccc(C(=O)N/C(=C\c2cccc3ccccc23)C(=O)N2CCN(C)CC2)cc1,0.3,-14,1,-9,-7,-0.1,27,-2,9
O=C(CN(Cc1ccco1)C(=O)CCC(=O)Nc1nccs1)NCc1ccccc1,0.3,-2,-11,-6,0,-1.5,-7,-1,0
O=C(COc1ccccc1Cl)Nc1ccc(CN2CCCCC2)cc1,1.5,-2,-2,-8,1,0.2,-13,-3,-14
CC(C)(C)c1ccc(-c2nn(CCC#N)cc2/C=N/O)cc1,0.2,5,-9,-8,-3,-1.1,12,-7,-1
CCOC(=O)Cc1csc(NC(=O)COc2ccc3c(c2)CCC3)n1,-1.1,6,-2,3,-3,0.0,12,9,15
COc1ccc(N2C(=O)CS/C2=N\C(=S)Nc2ccccc2)cc1,0.2,-93,-2,-10,3,-0.9,-7,-1,9
CNc1c(NS(=O)(=O)c2ccc3c(c2)CCCC3)c(=O)oc2ccccc12,0.3,20,-13,7,-1,-1.0,-7,1,4
O=C(CSc1nc(-c2cccs2)cc(C(F)(F)F)n1)NCCCn1ccnc1,1.8,3,-2,-10,0,-0.5,-2,-9,1
O=C1CCC(C(=O)OCc2nnc(-c3ccc(Cl)cc3)o2)=NN1,-1.2,-9,-2,-1,-1,-0.3,14,-5,7
N#Cc1c(NC(=O)/C=C/c2ccco2)sc2c1CCCC2,0.5,0,0,-23,13,-0.5,9,9,-32
N#CC1(Nc2ccc(S(N)(=O)=O)cc2)CCCC1,0.1,-7,1,-6,2,-0.2,24,-7,-12
Cc1nc2ccsc2c(=O)n1-c1ccc(Cl)cc1,-0.9,11,-3,-6,3,0.2,7,-6,-1

SMILES,MsrA inh,PABP1 MLLE inh,MsrA act,eLon inh,MT1-MMP act inh,TbMetRS inhib,SKN-1 inh,FAS TE block,NRP1-CendR mod
CCOC(=O)C(=N/O)/C(C)=N/NC(C)=O,1.6,-7,-2,9,-7,0.0,1,-3,-6
COc1cc2[nH]c3c(=O)n(CCN(C(C)C)C(C)C)cnc3c2cc1OC,1.0,2,-2,2,23,0.5,15,-3,-13
CC1CN(S(=O)(=O)c2cccc(C(=O)NCc3ccccn3)c2)CC(C)O1 (centres undefined),0.0,9,-2,-1,0,-0.1,3,-7,0
COCc1cc(C)nc(SCc2ccccc2Cl)c1C#N,1.2,1,-3,5,2,0.1,17,24,10
CC1CN(C(=O)CCC(=O)NCc2ccccc2)c2ccccc2S1 (centres undefined),-0.6,4,-2,-2,0,0.5,-3,-3,-5
COc1ccc(CNc2nc3ccccc3n2CCN2CCCCC2)cc1,-0.4,-13,0,7,4,0.2,-5,2,1
Cn1c(=S)n(/N=C/c2cccs2)c2ccccc21,-0.6,-144,0,1,0,-0.5,12,31,14
O=[N+]([O-])c1ccc(S(=O)(=O)Nc2nc(-c3ccccc3)cs2)cc1,0.2,22,-10,6,10,-0.9,14,39,0
CN1CCN(c2oc(-c3ccccc3F)nc2S(=O)(=O)c2ccc(Cl)cc2)CC1,/,2,-8,8,-2,-0.6,4,8,2
COC(=O)c1ccc(Cn2nnc3c(=O)[nH]c(C4CCN(S(=O)(=O)c5ccc(F)cc5)CC4)nc32)cc1,-0.6,-2,2,-9,3,-0.1,-11,21,7
COc1cccc(/C=N/NC(=O)c2cccc3ccccc23)c1,2.1,-11,-7,8,-5,-0.8,3,-1,3
COc1cc(OC)cc(C2=NCCN2)c1,1.6,-13,0,-6,-1,-0.6,0,-2,9
O=S(=O)(Nc1cccc(-n2cnnn2)c1)c1ccc(F)cc1,-0.3,-2,0,-11,-3,-0.3,-5,0,-2
CC(C)CNC(=O)c1oc2ccccc2c1COc1ccccc1,-0.3,-19,-2,8,-4,-0.3,11,33,9
O=c1[nH]nc(SC2CCCCC2)c(=O)[nH]1,1.0,9,0,11,3,0.1,12,-4,-4
COc1cc(CCC(C)NCc2ccccc2)ccc1O (centres undefined),0.8,7,-2,5,-3,-0.2,14,0,4
Nc1nc(SCc2nc3sc4c(c3c(=O)[nH]2)CCCC4)n[nH]1,0.0,-40,-3,-9,-7,-0.9,-12,-20,-13
CC(C)Oc1nc(-c2ccc(Cl)cc2)nc2ccccc12,0.4,11,-4,5,-1,-0.8,-10,22,4
O=C(NN=C1CCCC1)c1cc(Br)ccc1O,0.2,-12,-4,1,-1,0.7,1,-3,-1
COc1ccc([C@@H]2CC=C(C(=O)O)[C@H](c3ccccc3)N2S(=O)(=O)c2ccc(C)cc2)cc1OC,0.3,4,-6,-9,-4,-0.5,12,-5,-2
N#Cc1ccc(OCC(O)CN2CCN(C(c3ccccc3)c3ccccc3)CC2)cc1 (centres undefined),-0.3,1,-2,-5,-6,-0.8,-9,13,11
COc1ccc(C(C)=O)cc1COC(=O)c1ccc(OCc2c(C)noc2C)cc1,0.6,-21,-2,-8,-2,-0.1,-8,18,-1

# Quoted at random: 2 compounds from above
SMILES,MsrA inh,PABP1 MLLE inh,MsrA act,eLon inh,MT1-MMP act inh,TbMetRS inhib,SKN-1 inh,FAS TE block,NRP1-CendR mod
COC(=O)c1ccc(Cn2nnc3c(=O)[nH]c(C4CCN(S(=O)(=O)c5ccc(F)cc5)CC4)nc32)cc1,-0.6,-2,2,-9,3,-0.1,-11,21,7
COc1cc2[nH]c3c(=O)n(CCN(C(C)C)C(C)C)cnc3c2cc1OC,1.0,2,-2,2,23,0.5,15,-3,-13

# An unsorted share of the library. About 4% of those tested had a hit in this group.
